Assay outcomes (PubChem BioAssay)
MEKK2mut PB1 HTS: signal of MEK5 binding to mutant human MEKK2 PB1 domain. percent response, % at 10 µM. bead flow cytometry, Alexa488-MEK5 binding to MEKK2 mutant. hit rate 0.35% among 290,000; in the data active means percent response above about 24%, passing the limit was not always enough; further: inactives centre near 1; some results filed as inactive read as strong as hits; reference of the scale not given here
NALP1 yeast inh: NALP1 inhibition; S. cerevisiae NALP1/ASC/caspase-1 growth, X-gal OD620, 72 h; inhibition, % at 10 µM; hit rate 0.61% among 280,000; in the data active means inhibition mostly above about 24%, no sharp cut-off; inactive means mostly below about 32%; further: some compounds called inactive have numbers as strong as hits
MEKK2wt PB1 HTS: raises or lowers MEK5 binding to wildtype human MEKK2 PB1 domain; Q9Y2U5; bead flow cytometry, Alexa488-MEK5 binding to MEKK2 WT; actives lie on both sides; binding response (% of control), % at 10 µM; hit rate 1.1% among 290,000; AID 1531; in the data active means binding response below about 67% or above about 130%
MEKK3 PB1 HTS: modulators (inhibitors or enhancers) of MEK5 binding to human MEKK3 PB1 domain | bead-based flow cytometry, Alexa488-MEK5 binding to MEKK3; actives lie on both sides; 0 = blocked by unlabeled MEK5, 100 = vehicle | Q99759 | binding response (% of control), % at 10 µM | hit rate 1.4% among 290,000;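 active means binding response more than 3 SD above or below the average of its plate-row segment, actives on both sides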;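 further: Alexa488 bead fluorescence after subtracting the streptavidin-only scavenger bead signal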
Target sequence (Q99759 whole entry, looked up, the tested form may be a part): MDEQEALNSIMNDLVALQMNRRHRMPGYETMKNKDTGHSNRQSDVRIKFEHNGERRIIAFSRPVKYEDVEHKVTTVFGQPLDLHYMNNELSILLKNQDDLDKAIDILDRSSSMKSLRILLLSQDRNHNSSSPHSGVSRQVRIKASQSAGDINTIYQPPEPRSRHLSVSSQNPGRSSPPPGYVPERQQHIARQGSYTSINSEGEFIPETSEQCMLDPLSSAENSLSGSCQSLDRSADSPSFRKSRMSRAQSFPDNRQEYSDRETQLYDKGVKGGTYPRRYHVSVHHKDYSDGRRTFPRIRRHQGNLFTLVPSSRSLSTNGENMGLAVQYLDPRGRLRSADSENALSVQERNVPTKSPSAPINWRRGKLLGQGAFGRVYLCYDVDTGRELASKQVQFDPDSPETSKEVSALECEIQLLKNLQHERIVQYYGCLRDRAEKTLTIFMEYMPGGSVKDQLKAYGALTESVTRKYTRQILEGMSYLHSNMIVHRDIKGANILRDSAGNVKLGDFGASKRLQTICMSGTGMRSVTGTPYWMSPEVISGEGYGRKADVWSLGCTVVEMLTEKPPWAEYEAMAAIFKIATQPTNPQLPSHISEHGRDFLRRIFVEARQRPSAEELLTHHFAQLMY
UBC9 SUMO inh: SUMOylation inhibition; hit rate 0.36% among 290,000; HTRF SUMOylation assay, SAE1/SAE2 + UBC9, in vitro; P63279; inhibition, % at 35 µM; in the data active means inhibition above about 50%, passing the limit was not always enough; further: strong numbers were not always called active
Target sequence (P63279 whole entry, looked up): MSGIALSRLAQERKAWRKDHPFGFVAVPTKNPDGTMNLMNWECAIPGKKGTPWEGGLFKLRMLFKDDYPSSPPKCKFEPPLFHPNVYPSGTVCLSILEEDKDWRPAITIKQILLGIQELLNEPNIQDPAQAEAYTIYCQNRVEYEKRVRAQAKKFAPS
pCIP destab: p/CIP protein destabilization; F442A p/CIP-EGFP cells, EGFP fluorescence, 16 h; decrease of EGFP signal, % at 10 µM; hit rate 0.01% among 290,000; AID 1984;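 active means EGFP signal decrease of at least 30% at 10 µM or well 3 SD below plate mean, unless failing retest; inactive means the rest, including hits failing retest or dose response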; further: some compounds called inactive have numbers as strong as hits; many of its hits are not listed in these tables
PfM18AAP inh: blocks P. falciparum M18 aspartyl aminopeptidase. hit rate 1.2% among 290,000. AID 1822. recombinant PfM18AAP, H-Glu-NHMec fluorogenic cleavage. inhibition, % at 7.35 µM;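 active means inhibition above the campaign mean inhibition over all tested compounds plus 3 SD, cut at about 28% in these data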;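 further: 0% = plate median of test compound wells and 100% = 2 mM ZnCl2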
IDE cell inh: inhibitors of human insulin-degrading enzyme in cells | P14735 | HEK cells, FAbetaB cleavage, fluorescence polarization | inhibition, % at 5.59 µM | hit rate 0.41% among 320,000;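 active means percent inhibition above the average of all tested compounds plus 3 SD, set per screening campaign, cut at about 16% in these data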;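 further: IDE supplied by intact live HEK cells; FP after avidin binding of uncleaved biotin substrate so inhibition keeps polarization high; 0% = DMSO wells and 100% = 60 µM reference IDE inhibitor Ii1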
IDE cell activ: IDE (human) activation, cell-based; AID 493087; HEK cells, FAbeta-B cleavage, fluorescence polarization; 0% vehicle, 100% cell-free pure enzyme wells; hit rate 0.073% among 340,000; activation, % at 5.96 µM; P14735;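 active means activation above the mean of all tested compounds plus 3 SD, set per screening campaign, cut at about 17% in these data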
* = called active by the depositor; · = not tested or not shown.

mol	MEKK2mut PB1 HTS	NALP1 yeast inh	MEKK2wt PB1 HTS	MEKK3 PB1 HTS	UBC9 SUMO inh	pCIP destab	PfM18AAP inh	IDE cell inh	IDE cell activ
O=C(CSc1nnc2ccccn12)NNC(=O)c1ccc(Cl)cc1	-1.0	-13.9	107.0	112.0	-3.5	16.7	5.8	-4.8	4.2
O=C1NN=C(c2ccccc2)CC1c1ccc(Cl)cc1Cl (stereo not given)	-2.0	5.9	96.0	100.0	0.2	-14.6	3.3	3.3	-2.9
O=C(CSc1nc(-c2ccco2)cc(C(F)(F)F)n1)Nc1ccccc1C(F)(F)F	5.0	17.5	107.0	98.0	12.0	9.6	0.6	-6.8	-3.0
O=C(NCc1cccs1)C1CCCN(S(=O)(=O)c2cccs2)C1 (stereo not given)	-11.0	18.3	92.0	92.0	10.0	-1.4	1.7	1.5	2.7
CCc1ccc(S(=O)(=O)N2CCN(Cc3ccco3)CC2)cc1	3.0	9.2	104.0	102.0	-3.9	3.4	-0.4	-5.4	9.0
O=C(NC1CCS(=O)(=O)C1)C1C2CC3CC(C2)CC1C3 (stereo not given)	-15.0	-2.3	84.0	87.0	11.9	-3.9	-18.3	-3.7	3.4
CC(C)Cc1nnc(NC(=O)CCc2ccccc2)s1	3.0	-0.7	100.0	103.0	1.6	-10.1	0.5	3.3	-1.4
CC(=O)Nc1ccc(NC(=O)C2CCCCN2S(=O)(=O)c2ccc(C(C)(C)C)cc2)cc1 (stereo not given)	0.0	17.3	111.0	101.0	-13.8	-21.8	0.2	-1.1	0.4
Cc1ccc(S(=O)(=O)N2CCOCC2)s1	-2.0	11.2	102.0	101.0	2.3	-4.5	2.1	3.3	0.2
C=CCN1C(=NC(=O)CC)SC2CS(=O)(=O)CC21 (stereo not given)	-11.0	15.1	90.0	91.0	-11.5	3.2	5.5	2.8	-2.2
CN1CCN(c2ncnc3c2c(-c2ccccc2)cn3-c2ccc(F)cc2)CC1	-1.0	7.1	112.0	90.0	-16.1	4.6	-2.3	-4.0	-1.6
CCc1c(C)c2ccc(OC(C)C(=O)NC(Cc3c[nH]c4ccc(O)cc34)C(=O)O)c(C)c2oc1=O (stereo not given)	2.0	11.5	101.0	101.0	0.3	9.8	2.9	5.0	2.0
CN(C)CCNc1nc(-c2ccco2)c2c(c1C#N)CC(C)(C)OC2	4.0	·	108.0	103.0	19.5	-0.6	-1.9	-1.6	-1.1
Cc1cc(C)cc(NC(=O)C(=O)NCCc2c[nH]c3ccccc23)c1	4.0	19.0	93.0	110.0	-0.2	-13.9	3.4	-5.3	1.7
COC(=O)CNC(=O)C(Cc1ccccc1)NS(=O)(=O)c1ccc2c(c1)c(=O)n(C)c(=O)n2C (stereo not given)	-2.0	4.9	102.0	100.0	3.9	0.1	4.8	-8.9	4.8
CCCn1c(C)cc(C(=O)COc2ncnc3sccc23)c1C	0.0	0.2	100.0	103.0	19.7	-6.8	-2.4	-1.2	8.5
C/C(CC(=O)Nc1cc(Cl)ccc1C)=N\NC(N)=O	-10.0	17.4	97.0	95.0	4.7	-3.9	4.5	-3.8	3.9
O=c1[nH]c(SCc2ccc(Cl)cc2)nc2ccsc12	0.0	8.1	99.0	98.0	7.6	-5.9	-0.5	1.8	·
COc1ccc(CCN(C)C(=O)c2cc(-c3ccccc3)nc3ccccc23)cc1OC	0.0	-1.8	100.0	102.0	6.4	-6.3	5.8	·	1.3
Cc1cc(NC(=O)CSCc2ccccc2)no1	-5.0	-0.2	98.0	103.0	0.8	-5.7	1.9	5.0	3.4
Cc1cc2c3c(c1C)C1(C(=O)N3C(C)(C)CC2C)C(C#N)=C(N)Oc2n[nH]c(C)c21 (stereo not given)	-9.0	1.6	86.0	90.0	16.4	-8.2	-5.7	1.3	7.9
Nn1c(SCc2cc([N+](=O)[O-])cc3c2OCOC3)nnc1-c1ccccn1	-6.0	6.9	98.0	95.0	10.6	-3.9	-1.6	1.6	8.8
CC(=O)c1cccc(NC(=S)NC(=O)c2cccc(C)c2)c1	0.0	26.0	106.0	103.0	-10.4	-3.1	1.6	7.2	4.6
CCNC(=O)COc1ccc(/C=C2\COc3ccccc3C2=O)cc1OC	-6.0	13.3	96.0	96.0	2.4	0.1	-4.5	5.5	1.4
Cn1nc(C(C)(C)C)cc1C(=O)NNC(=O)c1cccc(Cl)c1	4.0	2.3	100.0	102.0	1.7	-30.8	3.5	-1.8	2.6
N#Cc1c(NC(=S)NC(=O)C2CCCC2)sc2c1CCCCC2	11.0	8.9	100.0	102.0	-21.3	-3.1	2.2	5.0	-4.0
CCc1nc2ccccc2c(C(=O)Nc2cc(C)ccc2C)c1C	-6.0	-1.0	97.0	100.0	-3.7	-0.8	-3.0	4.5	-1.8
N#Cc1cc(S(=O)(=O)c2ccc(F)cc2)c(N)[nH]c1=O	-13.0	26.3	87.0	94.0	7.1	-4.7	-3.6	5.8	6.0
CCOC(=O)c1oc2c(CN3CCCCC3C)c(O)ccc2c(=O)c1-c1ccc(OC)c(OC)c1 (stereo not given)	-6.0	10.2	87.0	90.0	-6.6	5.4	6.2	4.2	6.0
CN(C)c1ccc(C(CNC(=O)c2ccco2)N2CCCC2)cc1 (stereo not given)	-1.0	5.9	101.0	102.0	-4.3	4.2	1.5	-2.0	4.7
O=C(/C=C\c1cn(-c2ccccc2)nc1-c1cccs1)N1CCOCC1	-1.0	30.3	95.0	115.0	21.5	7.5	0.2	5.0	5.1
O=C(CSc1nncs1)Nc1ccc(Cl)cn1	13.0	21.2	115.0	106.0	-2.3	6.5	-3.9	0.6	1.7
CCOC(=O)c1ccccc1NC(=O)c1cncc(Br)c1	5.0	6.7	109.0	107.0	3.9	-9.0	1.9	·	2.2
Cn1c(=O)[nH]c(Nc2ccc(F)cc2)c([N+](=O)[O-])c1=O	-2.0	22.6	98.0	100.0	20.8	-4.6	-17.3	1.8	4.1
COc1ccc(N2CCN(C(=O)CCc3c[nH]c4ccccc34)CC2)cc1	-2.0	-9.6	108.0	116.0	10.7	-10.6	4.2	-1.7	3.3
COc1ccc(C(=O)NCc2nnc(SCC(=O)Nc3nc4ccccc4s3)o2)cc1OC	-1.0	34.9	98.0	97.0	0.5	0.6	22.6	1.6	-1.4
O=C(O)c1ccc(Sc2nnnn2-c2ccccc2)c([N+](=O)[O-])c1	5.0	14.3	106.0	102.0	20.1	2.2	-4.0	-8.6	3.3
CN(C)/C=C1\C(=O)N(c2ccc(Cl)c(Cl)c2)CS1(=O)=O	-2.0	-0.7	104.0	114.0	4.1	-6.3	-11.2	-0.4	-0.8
C[C@@H]1C=C(C(=O)N2CCOCC2)O[C@H](OCc2ccc(CO)cc2)C1	6.0	3.3	95.0	99.0	9.0	0.1	-1.3	4.6	-3.6
Cc1noc(-c2ccc(Cl)cc2)c1C(=O)O/N=C(\N)c1ccc(C(C)(C)C)cc1	-2.0	·	99.0	98.0	-20.2	-6.4	0.5	8.2	0.5
CCNc1nc(-c2ccc(OC(F)F)cc2)c(C)s1	-33.0	-11.2	60.0	66.0	-2.3	3.6	-8.7	4.3	-1.8
O=C(CN(C1CCCCC1)S(=O)(=O)c1ccc(Cl)cc1)NCCCO	2.0	7.1	103.0	103.0	5.9	0.0	-14.9	2.4	-3.5
Fc1ccc(N2CCN(Cc3ccccn3)CC2)cc1	-3.0	4.2	101.0	104.0	8.9	-7.7	-0.6	-3.8	6.3
Cc1ccc(CNC(=O)Cn2cnc(S(=O)(=O)N3CCCCC3)c2)o1	-2.0	-1.4	95.0	96.0	7.3	7.4	3.4	8.0	-1.1
CN(c1ccccc1C(=O)Nc1ccccc1C(=O)NCc1ccco1)S(C)(=O)=O	-4.0	9.5	91.0	97.0	10.5	-5.6	0.9	8.0	3.4
CC1CCCC(NC(=O)C2CCC(CNc3c(N4CCCC4)c(=O)c3=O)CC2)C1C (stereo not given)	6.0	·	104.0	107.0	25.4	0.6	2.7	3.0	9.2
Cc1ccc(CN2CCc3[nH]c(=O)[nH]c(=O)c3C2)cc1	0.0	8.3	102.0	102.0	2.4	1.0	-0.6	-0.3	2.6
Cc1cc(C)n(C(=O)c2sc3cc(F)ccc3c2Cl)n1	-1.0	31.1	102.0	98.0	-0.7	4.2	-3.1	-1.4	·
Nc1cccc(C(=O)Nc2ccccc2Cl)c1	-5.0	-2.0	94.0	99.0	3.3	7.3	12.1	-1.0	0.8
CCOC(=O)C(=CNc1cc(C)ccn1)C(=O)OCC	0.0	24.6	97.0	112.0	7.4	-0.2	9.4	3.2	2.4
CCOc1ccc(N(CC(=O)Nc2ccccc2OC)S(C)(=O)=O)cc1	14.0	18.6	110.0	109.0	-14.6	-0.6	0.8	1.3	5.3
CCOC(=O)c1c(C)n(OCc2ccccc2)c2ccc3nonc3c12	-1.0	30.3	96.0	100.0	2.1	5.3	-0.6	-2.3	-1.8
CCn1c(SCC(=O)NNC(=O)Cc2ccccc2)nnc1-c1ccccc1	7.0	-3.0	105.0	104.0	-1.1	-2.3	0.4	1.8	0.8
CSc1nc(=S)n(-c2ccc([N+](=O)[O-])cc2)c(C)c1C(C)=O	1.0	0.4	77.0	105.0	-1.9	-5.8	-12.1	0.8	5.8
CCS(=O)(=O)c1nc(S(=O)(=O)c2ccc(C)cc2)c(N2CCCC2)s1	-2.0	21.3	95.0	98.0	8.6	-3.4	-5.7	-1.6	5.3
O=C(NCc1ccccn1)c1ccc(N2CCCC2=O)cc1	2.0	8.6	107.0	101.0	-12.9	-3.4	-0.6	8.0	3.1
CCOCCn1c(=O)c2c(nc3n2CCCN3Cc2ccccc2)n(C)c1=O	6.0	7.6	110.0	107.0	7.0	-7.8	-6.7	6.0	3.3
Cc1cc(NC(=O)c2c(Cl)cccc2Cl)no1	-8.0	8.5	94.0	94.0	0.4	8.9	-18.4	2.3	3.0
Cc1ccccc1C(=O)Nc1ccc(S(=O)(=O)N2CCOCC2)cc1	9.0	-1.7	112.0	110.0	-15.5	-12.2	1.9	0.8	3.6
COC(=O)CCN(C)CCC(=O)OC	-1.0	-5.0	96.0	97.0	-0.2	2.5	0.6	-2.6	7.3
Cc1ccc2nc(-c3ccccn3)cc(C(=O)Nc3ccc(S(=O)(=O)N4CCOCC4)cc3)c2c1	-14.0	-1.1	88.0	88.0	-5.3	-9.8	-0.3	1.9	5.7
CCCCN(C(=O)CN1C(=O)C2CC=CCC2C1=O)c1c(N)n(CCC)c(=O)[nH]c1=O (stereo not given)	-7.0	30.6	93.0	95.0	12.0	-1.2	-1.0	7.9	2.6
COc1ccc(CNC(=O)C/C(C)=N/NC(=O)c2ccc([N+](=O)[O-])cc2Cl)cc1	-20.0	14.5	78.0	74.0	-1.6	-8.3	-4.9	-1.9	7.8

Reprinted at random: 2 records from the list.
mol	MEKK2mut PB1 HTS	NALP1 yeast inh	MEKK2wt PB1 HTS	MEKK3 PB1 HTS	UBC9 SUMO inh	pCIP destab	PfM18AAP inh	IDE cell inh	IDE cell activ
CSc1nc(=S)n(-c2ccc([N+](=O)[O-])cc2)c(C)c1C(C)=O	1.0	0.4	77.0	105.0	-1.9	-5.8	-12.1	0.8	5.8
CC1CCCC(NC(=O)C2CCC(CNc3c(N4CCCC4)c(=O)c3=O)CC2)C1C (stereo not given)	6.0	·	104.0	107.0	25.4	0.6	2.7	3.0	9.2

An excerpt. The share of hits here may be higher or lower than overall.
